High-throughput results from PubChem.
CBFb RUNX1 block: inhibitors of human CBF-beta and RUNX1 interaction; AlphaScreen CBFb-His/RUNX1-biotin binding, biochemical; AID 1477; 230,000 tested, under 10 active; Potency, µM (series often up to 59.8 µM), without a hit: at the highest dose activity, negative = inhibition, usual class: inhibitors; also: % of control where 0% means no effect
Target sequence (Q01196 whole entry, looked up): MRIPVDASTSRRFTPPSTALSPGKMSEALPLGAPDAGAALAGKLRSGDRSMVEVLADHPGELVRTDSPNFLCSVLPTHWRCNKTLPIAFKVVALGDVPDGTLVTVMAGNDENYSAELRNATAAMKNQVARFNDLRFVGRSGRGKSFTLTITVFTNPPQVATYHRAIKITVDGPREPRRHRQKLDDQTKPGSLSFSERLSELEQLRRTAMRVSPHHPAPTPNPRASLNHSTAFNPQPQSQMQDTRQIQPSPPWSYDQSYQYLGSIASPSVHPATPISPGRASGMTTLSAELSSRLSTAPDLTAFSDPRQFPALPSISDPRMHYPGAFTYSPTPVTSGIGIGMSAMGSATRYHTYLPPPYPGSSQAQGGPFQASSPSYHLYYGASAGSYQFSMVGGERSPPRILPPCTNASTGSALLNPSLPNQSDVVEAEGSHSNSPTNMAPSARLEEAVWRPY
Target sequence (Q13951 whole entry, looked up): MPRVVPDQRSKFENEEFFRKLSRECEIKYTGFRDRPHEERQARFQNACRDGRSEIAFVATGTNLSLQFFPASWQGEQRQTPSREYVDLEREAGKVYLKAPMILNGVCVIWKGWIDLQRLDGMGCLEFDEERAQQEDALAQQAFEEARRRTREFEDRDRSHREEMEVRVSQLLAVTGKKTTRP
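Proteins preincubated together for 20 min at RT before compound addition; 15 min later, nickel and streptavidin beads were added and left 90 min prior to AlphaScreen measurement.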
HttQ103 aggreg: inhibitors of mutant huntingtin aggregate formation in PC12 cells; Potency, µM (doses to about 46.1 µM), without a hit: at the highest dose activity change, negative = inhibition, hits mostly inhibitors; hit rate 1.1% among 220,000; PC12 HttQ103-GFP aggregates, Acumen cytometry, 40 h; AID 1688; also: potency is read from the fitted curve at half-maximal effect; % is scaled to controls: 0 for no effect and ±100 for the full control effect; nearly all actives have a fitted effect of over 60% in size
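Steps: seed 1500 PC12 HTTQ103-GFP cells/well; add tebufenozide, 100 nM final; add compound titration; add ATPLite reagent; quantify GFP aggregates by laser scanning cytometry.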
IMPase Li cell: cell-permeable IMPase inhibitors with lithium potentiation; CHO-M1 cells, IP1 TR-FRET (IP-One), carbachol + lithium; hit rate 0.35% among 210,000; Potency, µM (top dose mostly 59.4 µM), for the others: top-dose activity, negative = IMPase inhibition, hits mostly inhibitors;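 also: IP1 builds up when IMPase is blocked and the TR-FRET signal falls; potency is read from the fitted curve at half-maximal effect; plate controls were basal vehicle for no effect and high inhibitor control for full effect; nearly all actives have a fitted effect of over 50% in size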
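CHO cells stably expressing M1 receptor (2000/well) were cultured 16–30 h, then exposed to compounds with a small lithium addition for 30 min at 37C. IP1 was measured by TR-FRET competition; AC50 from Hill fits.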
L3MBTL1 block: blocks human L3MBTL1; Q9Y468; AlphaScreen L3MBTL1–H3K9me1 peptide binding; Potency, µM (series often up to 57.1 µM), inactives show at the highest dose activity, negative = inhibition, actives largely listed as inhibitors; hit rate 0.66% among 230,000; AID 485360; also: potency is read from the fitted curve at half-maximal effect; % is scaled to controls: 0 for no effect and ±100 for the full control effect; nearly all actives have a fitted effect of over 60% in size
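L3MBTL1 (50 nM) pre-complexed 30 min with biotinylated H3(1-15)K9me1 peptide (75 nM), then compounds added for 30 min at room temperature; AlphaScreen streptavidin donor/nickel chelate acceptor beads (10 ug/mL final) read after 30 min dark incubation.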
NPSR antagonist: neuropeptide S receptor (human) antagonism, cAMP | Q6W5P4 | CHO-NPSR cells, cAMP TR-FRET, antagonist mode | Potency, µM (highest dose often 38.3 µM), without a hit: top-dose activity change, negative = inhibition, usual class: inhibitors | hit rate 1% among 220,000; also: potency is read from the fitted curve at half-maximal effect; % is scaled to controls: 0 for no effect and ±100 for the full control effect; nearly all actives have a fitted effect of over 50% in size; many of its hits are not listed in these tables
Target sequence (Q6W5P4 whole entry, looked up): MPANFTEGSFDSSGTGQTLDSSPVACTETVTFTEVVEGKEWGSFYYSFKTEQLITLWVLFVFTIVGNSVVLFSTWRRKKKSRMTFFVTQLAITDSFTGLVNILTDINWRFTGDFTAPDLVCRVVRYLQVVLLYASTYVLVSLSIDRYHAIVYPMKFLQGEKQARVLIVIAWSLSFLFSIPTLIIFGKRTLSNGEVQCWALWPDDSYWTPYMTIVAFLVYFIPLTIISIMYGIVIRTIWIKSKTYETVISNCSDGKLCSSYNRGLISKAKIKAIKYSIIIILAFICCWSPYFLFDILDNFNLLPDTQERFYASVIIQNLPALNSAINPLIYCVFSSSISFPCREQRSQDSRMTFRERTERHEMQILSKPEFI
Epigenetic reg: epigenetic control regulation, reporter derepression; murine LDR cells, GFP reporter derepression, 30 h; Potency, µM (doses to about 53.9 µM), without a hit: top-dose GFP activation, actives largely listed as activators; hit rate 0.2% among 280,000; AID 1865; also: potency is read from the fitted curve at half-maximal effect; % of control where 0% means no effect; nearly all actives have a fitted effect of over 60% in size
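GFP-positive cell count by laser-scanning cytometry (objects 20–120 um) after 30 h, 37 C compound exposure of murine LDR cells; reporter is CMV-GFP integrated at a silenced locus, inducible by HDAC or DNMT inhibitors.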
KinaseGlo FLuc: blocks Kinase-Glo luciferase, a counter-screen artifact; Kinase-Glo luciferase, ATP luminescence, 8 min; AID 1379; hit rate 0.28% among 200,000; Potency, µM (titrated, usually from 38.3 µM), without a hit: at the top dose activity change, negative = inhibition, hits mostly inhibitors; also: potency is read from the fitted curve at half-maximal effect; % is scaled to controls: 0 for no effect and ±100 for the full control effect; nearly all actives have a fitted effect of over 60% in size
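Kinase-Glo luciferase light output from ATP and luciferin was measured with 10 uM ATP, within the enzyme's linear range. Buffer: 50 mM imidazole pH 7.2, 50 mM KCl, 7 mM MgCl2, 0.01% Tween 20, 0.05% BSA; luminescence read after 8 min at ambient temperature.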
Numbers without * were called inactive; ? = inconclusive; / = no result given; & = joins results of further samples; [ ] = dose if it differs, or a comment. Calls follow the shape of the dose curve; as a rule, active = well fitted curve in the direction sought with a large enough effect; inconclusive = small, poorly fitted or top-dose-only effect, or another doubt; inactive = no such curve, though single readings can be large; an effect the other way counts as inactive or inconclusive. Only part of the results is shown (hit frequency here may not be typical).

Every second line gives: NPSR antagonist | IMPase Li cell | Epigenetic reg | HttQ103 aggreg | KinaseGlo FLuc | L3MBTL1 block | CBFb RUNX1 block
CCn1c(O)c(N=N)c2ccccc21
 : 0% | 4% | 17% | -11% | 6% | -7% | 2%
c1ccc(CSc2nnc(-c3cccs3)n2Cc2ccco2)cc1
 : -24%[46.1 µM] | 18% | -1.2% | -7% | 1% | 1% | 1%
Cc1nnc(NC(=O)c2nn(CC(C)C)c(=O)c3ccccc23)s1
 : -12% | -3% | -1.4% | 1% | 1% | / | 7%
COc1ccc(C2CC(=O)Oc3cc(O)cc(O)c32)cc1 (stereo unspecified)
 : 2% | / | 0.0% | 3%[9.22 µM] | / | / | 5%
O=c1[nH]c2cc3c(cc2cc1C(c1nnnn1C1CCCCC1)N1CCSCC1)OCCO3 (stereo unspecified)
 : -4%[46.1 µM] | 5% | 0.1% | ? | -1% | -8% | -1%
COc1ccc(N2C(=O)C3CCCN3C2c2cccc(OC)c2)cc1 (stereo unspecified)
 : 4%[46.1 µM] | 6%[38.3 µM] | 0.8% | 24% | 2% | 6% | -4%
Cc1ccc(NC(=O)CCN2C(=O)c3cccc4cccc(c34)C2=O)cc1
 : 0% | -12% | 2.3% | -16% | 3% | / | -8%
COc1ccc(OC)c(-c2csc(CCn3nc(C)cc3C)n2)c1
 : -16% | 28% | -2.5% | 17% | 4% | -9% | -11%
Cn1c(Cn2c(=O)sc3ccccc32)nnc1SCC(=O)Nc1cccc(Cl)c1
 : -8%[46.1 µM] | 4% | 0.0% | -44% | 1% | 37%[activator] | 4%
CN1C(=S)SC(/[N+]([O-])=C/c2cccnc2)C1(C)C (stereo unspecified)
 : -21%[46.1 µM] | -9%[38.3 µM] | 4.2% | 1%[9.22 µM] | -5% | 8% | 5%
CC(C)c1ccc(N=c2c([N+](=O)[O-])nn(-c3ccc4c(c3)OCCO4)n2O)cc1
 : -25%[46.1 µM] | -4%[38.3 µM] | -2.3% | -12% | 2% | ? | ?
CC(C)(C)c1nc(Sc2ccc([N+](=O)[O-])cn2)n[nH]1
 : 2% | / | 1.1% | -11%[9.22 µM] | / | / | 10%
Clc1ccc(C2=NNC(=NCC3CCCO3)SC2)cc1 (stereo unspecified)
 : 6% | 3% | 2.2% | 3% | 5% | -8% | -3%
CCOc1ccc(N(CC(=O)NC2CCCC2)C(=O)CSc2nnc(COc3ccccc3)o2)cc1
 : ? | -3%[38.3 µM] | 1.8% | -11% | 12% | / | 0%
COC(=O)c1ccccc1NC(=O)CSc1ncccn1
 : -3% | / | 0.0% | 15%[9.22 µM] | / | 1% | 10%
Cc1ccc(C)c(NC(=O)CN(C)C(=O)c2cccc(S(=O)(=O)N(C)C)c2)c1
 : 0% | 1% | -0.4% | 20% | 3% | 3% | -1%
Cc1c(C(=O)OC2CCC(C)CC2)[nH]c2c1C(=O)CCC2 (stereo unspecified)
 : -19% | -5% | -1.0% | 20% | 4% | 6% | 0%
CC(C)NC(=O)CC1C(=O)N(Cc2ccccc2)C(C)c2nc3ccccc3n21 (stereo unspecified)
 : -2% | 0% | 1.0% | -6% | 2% | / | 4%
COc1ccccc1CNC(=O)CSc1nc2nc(C)cc(C)n2n1
 : -3%[46.1 µM] | -15%[38.3 µM] | -0.9% | -19% | -4% | 4% | -1%
O=C(Nc1ccc(N2CCOCC2)cc1)C1CCCCN1S(=O)(=O)c1ccccc1 (stereo unspecified)
 : -7% | / | -1.8% | 23%[9.22 µM] | / | / | 6%
CCOC(=O)N1CCC(N2CCN(Cc3ccccc3)C(CCO)C2)CC1 (stereo unspecified)
 : -9% | 21% | 0.0% | 10%[9.22 µM] | 0% | 0% | 7%
C(=N\n1cnnc1)/c1cccnc1
 : 7%[46.1 µM] | 18%[38.3 µM] | 3.1% | 13%[9.22 µM] | 3% | / | -6%
CCOC(=O)N1CCN(C(=O)c2ccc3c(=O)n(CCC4=CCCCC4)c(=O)[nH]c3c2)CC1
 : -13%[46.1 µM] | 32%[activator][38.3 µM] | 0.0% | -28% | -1% | 7% | 1%
CCN(CC)S(=O)(=O)c1ccc(N)cc1
 : -10% | 0% | 4.4% | 20%[9.22 µM] | 0% | -5% | -2%
CCNc1nc(NC(C)C)nc(N(C)C#N)n1
 : 6% | / | 0.1% | 13%[9.22 µM] | / | 6% | 8%
Nc1nc2nccc(-c3ccccn3)n2n1
 : 20% | -2% | -1.1% | 2% | 0% | 12% | 10%
O=C(/C=C/c1ccc(F)cc1)Nc1cc(S(=O)(=O)N2CCOCC2)ccc1N1CCCC1
 : 8% | 11% | 0.0% | -3% | 1% | -2% | -7%
C/C(=N\Nc1cc(Cl)nc(C)n1)c1ccccc1
 : 11%[46.1 µM] | 9%[38.3 µM] | -0.1% | 3% | -3% | 2% | -6%
Cc1ccc(NC(=O)CNc2ccc(Cl)c(Cl)c2)cc1S(=O)(=O)N(C)C
 : -5% | 8% | -1.3% | 0% | -4% | -2% | -12%
CCc1nnc(NS(=O)(=O)c2ccc(NC(=S)NC(=O)/C=C/c3ccc(C(C)C)cc3)cc2)s1
 : ? | 4%[38.3 µM] | -1.8% | 1% | -2% | 0% | -25%

Profiles, quoted from the list:
O=C(/C=C/c1ccc(F)cc1)Nc1cc(S(=O)(=O)N2CCOCC2)ccc1N1CCCC1 reads NPSR antagonist: 8%; IMPase Li cell: 11%; Epigenetic reg: 0.0%; HttQ103 aggreg: -3%; KinaseGlo FLuc: 1%; L3MBTL1 block: -2%; CBFb RUNX1 block: -7%
COc1ccc(N2C(=O)C3CCCN3C2c2cccc(OC)c2)cc1 (stereo unspecified) reads NPSR antagonist: 4%[46.1 µM]; IMPase Li cell: 6%[38.3 µM]; Epigenetic reg: 0.8%; HttQ103 aggreg: 24%; KinaseGlo FLuc: 2%; L3MBTL1 block: 6%; CBFb RUNX1 block: -4%

(next part)
Every second line gives: NPSR antagonist | IMPase Li cell | Epigenetic reg | HttQ103 aggreg | KinaseGlo FLuc | L3MBTL1 block | CBFb RUNX1 block
CCOc1ccc2nc(SCC(=O)Nc3ccc4c(c3)OCO4)sc2c1
 : 3% | -8% | 1.0% | 7% | 0% | -10% | 11%
CC(C)C(=O)NNS(=O)(=O)c1ccccc1[N+](=O)[O-]
 : 12% | 1% | 1.9% | 9% | -1% | 15% | 5%
CCOC(=O)C1C(=O)CC(C)(O)C(C(=O)OCC)C1c1ccc(OCC)cc1 (stereo unspecified)
 : -8%[46.1 µM] | 24%[38.3 µM] | 0.0% | -1% | -4% | / | -2%
CC1(C)CC(=O)C2=C(C1)N(c1ccccc1)C(=O)CC2c1ccc(O)cc1 (stereo unspecified)
 : 6% | -1% | -0.1% | -12% | 3% | / | 3%
COc1cc(NC(=O)C2CC(=O)NC3=C2C(=O)CC(C)(C)C3)c(OC)cc1Cl (stereo unspecified)
 : -1%[46.1 µM] | 2%[38.3 µM] | 1.9% | -7% | 0% | / | 2%
CC(=O)Nc1ccc(NCN2C(=O)[C@@H]3[C@H]4CC[C@H](C4)[C@@H]3C2=O)cc1
 : 13% | -2% | 0.0% | 14% | 0% | 2% | 11%
CCNc1nc(N)nc(-c2cc(Cl)ccc2OC)n1
 : -8%[46.1 µM] | -9%[38.3 µM] | -0.7% | 14% | -4% | 3% | 6%
Cc1cc(=O)c2cc3nc(-c4cccnc4)oc3c(Br)c2o1
 : 6% | / | -0.2% | 22%[9.22 µM] | / | 32µM* | -15%
CCCC(=O)Nc1c2c(nn1-c1ccc(OC)cc1)CS(=O)(=O)C2
 : -6%[46.1 µM] | 5%[38.3 µM] | -1.2% | 13% | -4% | 2% | -2%
COCCNC(=O)c1snc2ccc(Cl)cc12
 : -7%[46.1 µM] | 25%[38.3 µM] | 0.9% | 10µM* | -2% | 2%[11.4 µM] | 14%
CCCc1[nH]nc2c1C(c1cccnc1)C(C#N)=C(N)O2 (stereo unspecified)
 : 3%[46.1 µM] | / | 0.9% | -2% | 2% | 5% | -2%
CN(C)c1ccc(/C=C2/C(=O)N(c3ccc([N+](=O)[O-])cc3)N=C2N2CCOCC2)cc1
 : -8%[46.1 µM] | 5%[38.3 µM] | -0.9% | 14% | -8% | ? | -9%
FC(F)(F)c1ccccc1-n1c(-c2cnccn2)n[nH]c1=S
 : -1% | / | 0.2% | 18%[9.22 µM] | / | 4% | -9%
CC1CCCN(C(=O)c2ccccc2OC2CCN(S(C)(=O)=O)CC2)C1 (stereo unspecified)
 : -17% | 2% | 2.4% | -10%[9.22 µM] | -1% | 3% | -2%
Cc1ccc(N/C(N)=N/c2nc(CSc3nnc(C)s3)cc(=O)[nH]2)c(C)c1
 : -6% | 27% | -5.9% | ? | 8% | 1% | 3%
Nc1nnn(CC(=O)N/N=C/c2ccccc2Cl)n1
 : -7% | / | -0.3% | -5%[9.22 µM] | / | 7% | 7%
CCN(CC)C(=O)COc1ccc(-c2nnc(Nc3ccc(OC)c(C(=O)NC)c3)c3ccccc23)cc1
 : 44% | / | 0.1%&1.0% | -7%[9.22 µM] | / | 9% | 13%
O=C(CCCOc1ccc(Cl)cc1Cl)Nc1ccncc1
 : -9%[46.1 µM] | 22%[38.3 µM] | -0.3% | -4% | -3% | / | -3%
CS(=O)(=O)NCCNc1ccc(C(F)(F)F)cc1[N+](=O)[O-]
 : 15% | -6% | 2.5% | -11%[9.22 µM] | 0% | -2% | -2%
COC(=O)c1cn(CC(=O)N2CCCCC2C)c2ccccc12 (stereo unspecified)
 : 6%[46.1 µM] | 2%[38.3 µM] | 0.0% | -14% | -2% | -4% | -1%
CCOc1ccc(CN2C(=O)c3ccccc3C2C(=O)NCC2CCCO2)cc1 (stereo unspecified)
 : 9% | 11% | -5.1% | -4%[9.22 µM] | 0% | 1% | 1%
COCCNC(=O)C(c1c[nH]c2ccccc12)N(C(=O)c1snc(C(N)=O)c1N)c1cccc(OC)c1 (stereo unspecified)
 : -4% | 9% | -0.2% | -5% | -1% | -2% | -8%

Some of these compounds in order of the L3MBTL1 block value, falling.
| structure | L3MBTL1 block |
| --- | --- |
| CCN(CC)C(=O)COc1ccc(-c2nnc(Nc3ccc(OC)c(C(=O)NC)c3)c3ccccc23)cc1 | 9% |
| Cc1ccc(N/C(N)=N/c2nc(CSc3nnc(C)s3)cc(=O)[nH]2)c(C)c1 | 1% |
| CS(=O)(=O)NCCNc1ccc(C(F)(F)F)cc1[N+](=O)[O-] | -2% |
| CCOc1ccc2nc(SCC(=O)Nc3ccc4c(c3)OCO4)sc2c1 | -10% |
